Gli-Sufu antag: blocks Gli-Sufu signaling in a luciferase reporter; Sufu-KO-LIGHT fibroblasts, Gli luciferase reporter luminescence; inhibition, % at 5 µM; hit rate 0.74% among 340,000; AID 588413;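 active means inhibition above about 55%, limit read from the data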;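 further: 0% = DMSO-treated cells and 100% = wells with medium but no cells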
CCR6 antagonist: CCR6 (human) receptor antagonism; P51684; CHO-K1 CCR6 PathHunter beta-arrestin, luminescence, CCL20-stimulated; inhibition, % at 20 µM; hit rate 0.49% among 340,000;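 active means compounds whose inhibition of the agonist-driven luminescence signal at 20 µM reaches about 50%, limit read from the data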;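 further: cells stimulated with CCL20 at 14 nM final; plate controls were DMSO with CCL20 for no effect and DMSO without agonist for full effect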
Target sequence (P51684 whole entry, looked up): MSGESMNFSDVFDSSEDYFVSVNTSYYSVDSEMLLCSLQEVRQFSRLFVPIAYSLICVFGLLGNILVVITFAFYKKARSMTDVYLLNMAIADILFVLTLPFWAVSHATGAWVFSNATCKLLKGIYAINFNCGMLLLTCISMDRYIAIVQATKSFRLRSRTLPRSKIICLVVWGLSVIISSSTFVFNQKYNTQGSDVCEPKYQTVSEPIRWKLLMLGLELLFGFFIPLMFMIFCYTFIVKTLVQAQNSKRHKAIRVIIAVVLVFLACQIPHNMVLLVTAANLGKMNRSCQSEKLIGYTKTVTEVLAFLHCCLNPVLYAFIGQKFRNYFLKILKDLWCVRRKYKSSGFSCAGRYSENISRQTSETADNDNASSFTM
EBI2 antag: EBI2 (human) antagonism. inhibition, % at 5 µM. hit rate 0.81% among 360,000. EBI2 beta-arrestin recruitment, luminescence, 7a,25-OHC stimulated. P32249; in the data active means inhibition above about 38%;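 further: enzyme fragment complementation signal reports receptor beta-arrestin coupling in cells; 0% = agonist plus DMSO wells and 100% = wells without agonist; some results beyond the cut were filed as inactive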
ATG4B inhibitor: ATG4B (human) cysteine protease inhibition; inhibition, % at 8.33 µM; ATG4B cleavage of LC3-PLA2, NBD-HPC fluorescence, 1 h; hit rate 0.51% among 340,000; AID 504462; Q9Y4P1; in the data active means inhibition above about 40%
UBC13 inh: blocks human UBC13 polyubiquitin chain formation; TR-FRET; inhibition, % at 20 µM; hit rate 0.47% among 330,000; P61088; AID 485273; in the data active means inhibition above about 45%, passing the limit was not always enough
Target sequence (P61088 whole entry, looked up): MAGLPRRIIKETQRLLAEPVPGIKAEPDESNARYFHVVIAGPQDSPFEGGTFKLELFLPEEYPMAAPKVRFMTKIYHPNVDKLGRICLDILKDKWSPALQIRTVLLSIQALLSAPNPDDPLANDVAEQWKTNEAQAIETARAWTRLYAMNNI
APJ antagonist: blocks the human apelin receptor APJ | P35414 | hit rate 0.32% among 330,000 | CHO-K1 APJ beta-arrestin complementation, luminescence | AID 2521 | inhibition, % at 20 µM;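 active means inhibition above about 40% at 20 µM, limit read from the data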;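 further: cells challenged with 10 nM apelin-13 agonist together with compound; plate controls were apelin-13 plus DMSO wells for no effect and DMSO wells lacking apelin-13 for full effect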
APJ ag: APJ receptor agonism. CHO-K1 APJ PathHunter beta-arrestin, luminescence; 0% DMSO wells, 100% apelin. activation, % at 20 µM. hit rate 0.11% among 330,000;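 active means activation more than six SD over the plate average, tested at 20 µM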;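 further: 0% = DMSO alone and 100% = apelin-13 at 10 nM; some results filed as inactive read as strong as hits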
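Test system: CHO-K1 APJ beta-arrestin complementation cell line. Amount: cell density 1000 per well. Controls: DMSO negative, 10 nM Apelin-13 positive. Signal: luminescent beta-gal fragment complementation, chemiluminescent substrate. Read-out basis: agonist-driven arrestin binding to APJ. Timing: compound stimulation 90 min at 25 °C, detection 60 min.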
CXCR6 inh: blocks human CXCR6 beta-arrestin recruitment; CHO-K1 PathHunter CXCR6 beta-arrestin, luminescence; hit rate 0.36% among 360,000; O00574; AID 602244; inhibition, % at 20 µM; in the data active means inhibition above about 34%, passing the limit was not always enough;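 further: antagonist mode with CXCL16 agonist at 10 nM final; 0% = 10 nM CXCL16 with DMSO and 100% = unstimulated wells without agonist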
Target sequence (O00574 whole entry, looked up): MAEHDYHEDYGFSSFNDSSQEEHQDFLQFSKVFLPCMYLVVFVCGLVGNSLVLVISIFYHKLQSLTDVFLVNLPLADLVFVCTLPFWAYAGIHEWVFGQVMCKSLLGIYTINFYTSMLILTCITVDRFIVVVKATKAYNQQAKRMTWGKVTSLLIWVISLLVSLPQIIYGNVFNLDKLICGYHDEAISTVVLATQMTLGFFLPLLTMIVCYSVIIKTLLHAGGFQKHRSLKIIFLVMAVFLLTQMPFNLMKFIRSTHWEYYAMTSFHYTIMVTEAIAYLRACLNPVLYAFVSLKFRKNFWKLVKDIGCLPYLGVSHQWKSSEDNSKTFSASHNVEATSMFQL
Numbers without * were called inactive; . = not tested or not shown; & = joins results of further samples. Outcome played no part in choosing rows; overall some 3% were active at least once.

Preview (5 entries):
SMILES	Gli-Sufu antag	CCR6 antagonist	EBI2 antag	ATG4B inhibitor	UBC13 inh	APJ antagonist	APJ ag	CXCR6 inh
Nc1ccc(C(=O)c2ccc3c(c2)OCCO3)cc1N	-10	-16	-22	8	3	-7	-3	8
C/C(=N\NC(=O)c1cc(C)nc2ccccc12)c1ccc([N+](=O)[O-])cc1	3	-4	-8	-15	10	-10	0	-5
Cc1ccc(NC(=O)N2CCCCCC2)cc1C	-55	10	-5	0	2	13	-5	1
Nc1ccc(S(=O)(=O)NC2(C(F)(F)F)NC(=O)N(c3ccc(F)cc3)C2=O)cc1 (stereo not drawn)	-5	8	-7	11	3	-17	2	-6
N#Cc1c(=O)c2nc(NCc3ccccc3)ncc2n2ccccc12	-18	-3	-4	3	-16	1	-1	11

This part in full, repeating the preview:
SMILES	Gli-Sufu antag	CCR6 antagonist	EBI2 antag	ATG4B inhibitor	UBC13 inh	APJ antagonist	APJ ag	CXCR6 inh
Nc1ccc(C(=O)c2ccc3c(c2)OCCO3)cc1N	-10	-16	-22	8	3	-7	-3	8
C/C(=N\NC(=O)c1cc(C)nc2ccccc12)c1ccc([N+](=O)[O-])cc1	3	-4	-8	-15	10	-10	0	-5
Cc1ccc(NC(=O)N2CCCCCC2)cc1C	-55	10	-5	0	2	13	-5	1
Nc1ccc(S(=O)(=O)NC2(C(F)(F)F)NC(=O)N(c3ccc(F)cc3)C2=O)cc1 (stereo not drawn)	-5	8	-7	11	3	-17	2	-6
N#Cc1c(=O)c2nc(NCc3ccccc3)ncc2n2ccccc12	-18	-3	-4	3	-16	1	-1	11
CCCC(C(=O)NC1CCCC1)N(C(=O)c1snc(C(N)=O)c1N)c1ccc(F)cc1 (stereo not drawn)	14	1	-2	-2	30	6	1	4
CC(=O)Nc1ccc(/C=N/NC(=S)NC(C)C)cc1	0	6	-6	-10	-6	0	1	-4
CC(=O)Nc1ccc(NS(=O)(=O)c2ccc(C)cc2)c([N+](=O)[O-])c1	7	28	5	-4	6	27	-3	10
COc1ccc(C)cc1S(=O)(=O)N(C)CC(=O)N1CCC(C)CC1	-2	8	-6	-5	7	8	-1	3
O=C(C1=C(O)C(=O)N(CCN2CCOCC2)C1c1cccc(O)c1)c1cc2ccccc2o1 (stereo not drawn)	2	7	5	3	-9	24	-2	-2
CC(C(=O)Nc1ccc(C(=O)O)cc1)N1C(=O)c2ccccc2C1=O (stereo not drawn)	6	-11	-14	2	-14	-7	-2	-7
CCN(CC)S(=O)(=O)c1ccc2[nH]c(=O)cc(C(=O)Nc3ccc(C)cc3)c2c1	-3	3	1	0	-8	-12	-3	2
Cc1ccc2ccccc2c1COC(=O)c1nonc1N	-3	11	7	-6	22	10	-3	4
CCOC(=O)c1nc(C)nc(Sc2n[nH]c(-c3cc(C(F)(F)F)cc(C(F)(F)F)c3)n2)c1C	2	5	10	-7	-8	-11	-2	0
Cn1cc(SCC(=O)Nc2nccs2)c2ccccc21	-25	6	-5	-8	8	1	-1	7
CC(C)Cc1cc(C(=O)Nc2c(F)cc(F)cc2Br)no1	-3	4	-6	12	-1	8	1	-9
O=[N+]([O-])c1ccccc1S(=O)(=O)Nc1ccc(-c2ccc(N3CCCC3)nn2)cc1	-19	15	-2	6	-17	7	13	2
Cn1cccc1Cc1nnc(SCC(=O)NC2CCCC2)n1-c1ccc(F)cc1	0	8	2	3	-3	-37	2	0
COc1cc(C2NC(=O)C(C#N)=C(Nc3cccc(C)c3)S2)ccc1O (stereo not drawn)	10	-2	1	3	-9	-16	-6	-4
CCOC(=O)c1c(CN2CCCCC2)oc2ccc(OC)cc12	18&19	7&6	15&0	3&-3	3&7	13&-68	-3&-4	4&0
COCCOC(=O)C1=C(C)OC(N)=C(C#N)C1c1cc2cccc(C)c2nc1Cl (stereo not drawn)	3	12	-6	-6	3	11	1	7
O=C1CNC(=O)/C1=C/c1ccccc1	-1	6	-11	1	2	11	-2	4
CN(C)c1ccc(C(CNS(=O)(=O)c2cccc([N+](=O)[O-])c2)N2CCOCC2)cc1 (stereo not drawn)	-10	-13	-1	-6	0	7	11	1
CCOC(=O)N1CCN(Cc2nc3c(c(=O)[nH]c(=O)n3C)n2Cc2ccccc2C)CC1	3	1	-5	-10	2	17	-4	-2
COC(=O)c1sccc1NC(=O)c1cc(-c2ccc(C)cc2)nc2ccccc12	-15	10	-4	4	22	9	1	6
NC(=O)NC(=O)COC(=O)c1ccccc1Oc1ccccc1	0	18	-8	2	0	-8	-4	12
NC1=NC(c2ccc(Br)cc2)n2c(nc3ccccc32)N1 (stereo not drawn)	3&3	8&17	-6&-1	-11&3	8	3	-5	7&2
COCCC(=O)N1CCCC(C(=O)c2ccc3c4c(cccc24)CC3)C1 (stereo not drawn)	-4	-6	10	4	13	8	-3	-13
COC(=O)CCC(=O)OC1(C)C(=O)C2=CN(CCc3c[nH]c4ccccc34)C(c3ccc(OC)cc3)=CC2=C(Br)C1=O (stereo not drawn)	20	-8	-13	3	-34	-78	15	-10
CC(C)=NN1C(=O)c2ccccc2NC1(C)C	0	-9	-10	0	9	7	-4	-7
CNC(=O)COC(=O)c1cccc(S(=O)(=O)N2CCN(c3ccc(F)cc3)CC2)c1	0	4	0	5	13	-12	2	-2
COc1ccccc1NC(=O)CSc1nnc(-c2ccncc2)n1CC1CCCO1 (stereo not drawn)	-1	-8	1	-4	2	-13	-1	0
O=C1CCN(Cc2ccccc2)CCN1CCO	20	-12	-2	-2	-7	-1	3	-4
O=C(/C(C=Nc1ccc(Br)cc1)=C(/O)c1ccco1)C(F)(F)F	-64	25	3	30	.	.	.	-3
CC(C)CCNC(=O)NC(=O)COC(=O)CNC(=O)C1CCCCC1	-3	-13	-3	-10	8	8	2	-7
CN(Cc1ccco1)C(=O)c1ccc(N2CCCC2=O)cc1	-2	0	-1	-8	-1	10	-1	-2
CN(C(=O)CSc1nncn1-c1ccccc1)C1CCS(=O)(=O)C1 (stereo not drawn)	-1	5	-10	-9	0	-8	-3	10
COCCNC(=O)C(=O)NCC1OCCN1S(=O)(=O)c1ccc(C)cc1 (stereo not drawn)	4	-7	0	0	5	-3	4	0
Cc1ccc(S(=O)(=O)N2CCC(C(=O)NC3CC(C)(C)NC(C)(C)C3)CC2)cc1	-8	-10	-8	9	0	18	0	0
COc1ccc(Cl)cc1NC(=O)C[n+]1cccc(C)c1	0	-3	1	-4	7	7	-1	-7
CCn1c(=O)n(CC)c2cc(N3CCCC3)c(NC(=O)c3cc(Cl)ccc3OC)cc21	17	42	30	-9	5	21	-4	18
CC(C)=CCC/C(C)=C/C=N/NC(=O)c1ccccc1[N+](=O)[O-]	3	8	-10	1	8	8	-2	-5
Cc1nn(C(=O)c2ccco2)c(C)c1Sc1ccc(Cl)cc1	-21	2	-5	2	-1	-18	-2	3
O=C(NCc1cc2ccccc2[nH]1)c1ccccc1F	-15	-1	-4	5	-7	-7	1	-14
COc1ccc(C2=NOC(Cn3nc(C(=O)O)cc3-c3ccccc3)C2)cc1 (stereo not drawn)	-7	1	-2	-5	-2	12	0	-6

Complete entries as entered above.
Entry for O=C(/C(C=Nc1ccc(Br)cc1)=C(/O)c1ccco1)C(F)(F)F = Gli-Sufu antag: -64; CCR6 antagonist: 25; EBI2 antag: 3; ATG4B inhibitor: 30; UBC13 inh: .; APJ antagonist: .; APJ ag: .; CXCR6 inh: -3
Entry for CNC(=O)COC(=O)c1cccc(S(=O)(=O)N2CCN(c3ccc(F)cc3)CC2)c1 = Gli-Sufu antag: 0; CCR6 antagonist: 4; EBI2 antag: 0; ATG4B inhibitor: 5; UBC13 inh: 13; APJ antagonist: -12; APJ ag: 2; CXCR6 inh: -2

(list continues)
SMILES	Gli-Sufu antag	CCR6 antagonist	EBI2 antag	ATG4B inhibitor	UBC13 inh	APJ antagonist	APJ ag	CXCR6 inh
O=C(CCCCCN1C(=O)[C@@H]2Cc3ccccc3CN2C1=O)Nc1ccccc1F	-3	13	-2	8	-6	-1	0	1
CCOc1cccc(-c2nnc3sc(COc4ccc(Cl)cc4)nn23)c1	0	13	9	-10	-2	-3	-1	12
COc1ccc(Cl)cc1N(CC(=O)Nc1ccccc1C(=O)N1CCCC1)S(C)(=O)=O	-15	7	-2	1	-5	-15	-2	-7
O=C(CN1C2CCCC1CC(NC(=O)c1ccccc1)C2)Nc1ccccc1 (stereo not drawn)	17	7	1	1	6	10	-1	4
COc1ccc(NC(=O)CN2C(=O)NC(c3ccccc3)(c3ccccc3)C2=O)cc1OC	-9	2	-5	-10	-2	-1	-3	1
COc1cccc(-n2cc(CNCc3cn(C)nc3-c3ccccc3F)cn2)c1	0	-1	4	-27	15	-5	-3	-3
CCOC(=O)c1c(C)nc2sc3c(=O)n(-c4ccc(C(C)=O)cc4)cnc3c2c1-c1ccc(OC)cc1	7	-22	25	-10	-6	5	-4	0
O=C(Cn1nc(C(=O)O)c2ccccc2c1=O)Nc1cc(S(=O)(=O)N2CCCCC2)ccc1Cl	-1	17	3	4	-7	31	-5	6
CCCN1CCC(=O)N(CCSc2ccc(C)cc2)CC1	0	3	0	-9	3	14	2	-2
CS(=O)(=O)c1nc(S(=O)(=O)c2ccc(Cl)cc2)c(NCc2ccccn2)s1	-2	12	-6	-1	9	2	-4	0
Cc1ccsc1C(=O)NNC(=O)c1ccncc1	-1	2	9	11	0	20	-1	3
COc1cc(OC)cc(-c2c(-c3ccc(F)cc3)c3cc(-c4ccc5c(c4)OCCO5)ccc3n2C)c1	5	2	-5	-3	38	3	0	0
Cc1ccc2c(C)c(C(=O)N(C)C(C)c3ccon3)oc2c1C (stereo not drawn)	-12	16	6	-6	-5	-18	13	1
CC1C(c2ccc3c(c2)OCO3)c2cc3c(cc2OC1N1CCOCC1)OCO3 (stereo not drawn)	-8	21	-9	6	.	.	.	6
O=C(C[n+]1ccccc1)N/N=C/c1ccccc1Cl	5	-8	0	0	3	-1	-3	5
N#C/C(=C/c1ccc(N2CCOCC2)o1)C(=O)NC1CCCCC1	-25	16	9	-4	-136	3	-2	3
Cc1[nH]n(-c2ccccc2)c(=O)c1N=Nc1cccc(C(=O)O)c1	-117	27	-4	0	-27	21	-5	17
CCN(CC)c1ccc(NC(=O)CC2Oc3ccccc3NC2=O)c(C)c1 (stereo not drawn)	6	-1	-1	-5	7	-3	4	1

Reprinted at random: six compounds from above, in no set order.
SMILES	Gli-Sufu antag	CCR6 antagonist	EBI2 antag	ATG4B inhibitor	UBC13 inh	APJ antagonist	APJ ag	CXCR6 inh
C/C(=N\NC(=O)c1cc(C)nc2ccccc12)c1ccc([N+](=O)[O-])cc1	3	-4	-8	-15	10	-10	0	-5
Nc1ccc(C(=O)c2ccc3c(c2)OCCO3)cc1N	-10	-16	-22	8	3	-7	-3	8
CCCN1CCC(=O)N(CCSc2ccc(C)cc2)CC1	0	3	0	-9	3	14	2	-2
CCOc1cccc(-c2nnc3sc(COc4ccc(Cl)cc4)nn23)c1	0	13	9	-10	-2	-3	-1	12
CC(=O)Nc1ccc(/C=N/NC(=S)NC(C)C)cc1	0	6	-6	-10	-6	0	1	-4
COCCOC(=O)C1=C(C)OC(N)=C(C#N)C1c1cc2cccc(C)c2nc1Cl (stereo not drawn)	3	12	-6	-6	3	11	1	7

From PubChem BioAssay
